PRMT1 inh = PRMT1 (human) inhibition, primary screen. Q99873. recombinant PRMT1, activity-based probe fluorescence polarization. inhibition, % at 2.79 µM. 1.3% of 370,000 active;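 active = inhibition above about 21% made by adding two undisclosed values, limit read from the data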
PG9 binder = small molecules binding HIV-1 gp120 antibody PG9; inhibition, % at 6.7 µM; AID 624416; 0.43% of 360,000 active; TR-FRET gp120-PG9 antibody binding; in the data active = inhibition above about 8.5%
UHRF1 binding = UHRF1 methyl-DNA binding inhibition | Q96T88 | inhibition, % at 4.4 µM | 0.75% of 370,000 active | AID 687016 | UHRF1 binding to methylated oligo, TR-FRET; in the data active = inhibition above about 21%;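 note: UHRF1 SRA domain binding a hemimethylated CpG hairpin DNA probe; 0% = median of test compound wells and 100% = reference inhibitor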
TCR-CD3 inh = inhibitors of human TCR-CD3 interaction; 0.37% of 360,000 active; inhibition, % at 9.4 µM; TAMRA-labeled TCR probe fluorescence, biochemical; in the data active = inhibition above about 19%;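 note: recombinant mutant TCR 2C K166C tagged with TAMRA read by polarization; 0% = receptor in buffer alone and 100% = receptor with positive control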
mABHD4 FP = ABHD4 (mouse) inhibition, primary FP screen; Q8VD66; purified mABHD4, FP-Rh probe fluorescence polarization; inhibition, % at 8.92 µM; 0.54% of 370,000 active; AID 720543;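 active = inhibition exceeding the mean over every tested compound plus 3 SD, cut at about 30% in these data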;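 note: 0% = plate median of compound wells and 100% = S159A mutant with DMSO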
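system = mouse ABHD4 enzyme, wild type | medium = HEPES pH 7.0, NaCl, Pluronic buffer | also added = FP-Rh probe | incubation = Enzyme–compound pre-incubation 45 min, then probe 60 min, both 25 °C | technique = fluorescence polarization, excitation 525 nm, emission 598 nm, BODIPY TMR filters | controls = S159A mutant high control, sample median low control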
TDP2 absorb = TDP2 (human) inhibition, absorbance primary screen. O95551. 0.34% of 370,000 active. recombinant TDP2, T5PNP hydrolysis, p-nitrophenol absorbance 415 nm. inhibition, % at 12.8 µM;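 active = inhibition above the mean of all tested compounds plus 3 SD, set per campaign, cut at about 25% in these data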;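 note: 0% = DMSO with enzyme and 100% = buffer with substrate but no TDP2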
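Incubation: 2 h at 37 °C; Test system: recombinant human TDP2; Quantity: enzyme 120 nM; Read-out basis: percent inhibition; Medium: 50 mM Tris-HCl pH 7.5 with Mg2+, KCl, DTT, BSA; Repeats: single replicate; Compound: 12.8 µM single point, 1% DMSO; Signal: epi absorbance; Reagent: 5 mM T5PNP chromogenic substrate; Benchmarks: no-enzyme high, DMSO-plus-enzyme low.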
DDE Tn7 FP inh = DD(E)-Tn7 binding inhibition, primary FP screen; FP displacement of FITC-Tn7 peptide from fibrin DD(E); 0% = median of compound wells per plate; 0.13% of 370,000 active; P02675; inhibition, % at 8.3 µM; AID 720508;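 active = inhibition above the mean of compounds falling within the control limits plus 3 SD of them, cut at about 14% in these data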;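 note: 0% = plate median of compound wells and 100% = 10 µM Aha-Tn7 peptide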
Target sequence (P02675 whole entry, looked up): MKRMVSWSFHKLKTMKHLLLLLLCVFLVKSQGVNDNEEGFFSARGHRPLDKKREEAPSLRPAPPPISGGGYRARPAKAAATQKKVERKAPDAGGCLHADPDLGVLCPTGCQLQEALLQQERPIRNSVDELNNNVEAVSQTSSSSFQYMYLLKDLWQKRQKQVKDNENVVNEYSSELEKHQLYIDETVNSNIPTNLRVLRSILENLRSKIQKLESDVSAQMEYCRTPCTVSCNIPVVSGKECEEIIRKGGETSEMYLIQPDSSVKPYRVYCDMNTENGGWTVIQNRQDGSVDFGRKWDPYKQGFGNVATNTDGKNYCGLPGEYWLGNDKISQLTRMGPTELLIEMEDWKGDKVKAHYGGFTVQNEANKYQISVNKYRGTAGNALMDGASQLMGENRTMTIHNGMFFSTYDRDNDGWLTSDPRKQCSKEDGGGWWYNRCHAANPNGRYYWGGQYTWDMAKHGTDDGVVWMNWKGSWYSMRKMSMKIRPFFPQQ
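Measure: % inhibition scaled between sample-field median and high-control FP; Test system: human fibrin DD(E); Quantity: 2 µM final DD(E) protein; Doses: one dose, 8.3 µM nominal; Schedule: compound with protein 10 min, then 3 h after probe, room temperature; Detection: fluorescence polarization; Medium: Tris buffer with calcium and detergent, pH 7.8.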
SIAE primary = human SIAE inhibition, primary screen | inhibition, % at 9.66 µM | AID 1053197 | SIAE FP-Rh probe binding, fluorescence polarization | 0.69% of 370,000 active | Q9HAT2;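 active = inhibition above a cutoff: mean of compounds within the control limits plus 3 SD of those, cut at about 17% in these data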;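 note: 0% = plate median of compound wells and 100% = probe without SIAE protein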
Target sequence (Q9HAT2 whole entry, looked up): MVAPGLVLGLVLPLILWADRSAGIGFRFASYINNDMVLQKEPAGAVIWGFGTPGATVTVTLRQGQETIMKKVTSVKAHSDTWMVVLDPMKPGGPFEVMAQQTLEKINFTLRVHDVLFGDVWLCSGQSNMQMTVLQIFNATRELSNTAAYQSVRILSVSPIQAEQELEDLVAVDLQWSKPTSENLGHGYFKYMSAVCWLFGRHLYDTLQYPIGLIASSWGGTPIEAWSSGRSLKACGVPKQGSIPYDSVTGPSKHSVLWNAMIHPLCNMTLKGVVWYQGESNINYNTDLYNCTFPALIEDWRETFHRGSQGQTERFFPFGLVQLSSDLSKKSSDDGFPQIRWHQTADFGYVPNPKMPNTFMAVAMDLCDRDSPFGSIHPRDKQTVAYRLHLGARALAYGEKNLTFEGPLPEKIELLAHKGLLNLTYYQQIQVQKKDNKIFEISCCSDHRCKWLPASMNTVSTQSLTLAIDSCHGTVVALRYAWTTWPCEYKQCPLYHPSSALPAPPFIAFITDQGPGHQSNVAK
HTRA1 inh = blocks human HTRA1 serine peptidase. Q92743. recombinant HTRA1, FP-rhodamine activity-based probe, fluorescence polarization. 0.5% of 340,000 active. inhibition, % at 5.96 µM; in the data active = inhibition above about 36%;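 note: 0% = enzyme with DMSO and 100% = wells lacking enzyme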
LEDGF integ inh = blocks HIV-1 LEDGF/p75-dependent DNA integration; TR-FRET IN-LEDGF/p75 DNA integration, Eu/Cy5; AID 743269; 0.64% of 370,000 active; inhibition, % at 3.7 µM;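 active = inhibition above the screen-wide mean plus 3 SD, cut at about 13% in these data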;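 note: signal is the Cy5 over europium emission ratio at 671 and 618 nm; 0% = plate median of compound wells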
An asterisk follows results filed as active; nt = no result given.

item	smiles	PRMT1 inh	PG9 binder	UHRF1 binding	TCR-CD3 inh	mABHD4 FP
1	O=C(Cn1cnc2c(oc3ccccc32)c1=O)c1ccccc1	-0.7	-0.4	-2.7	6.5	-1.2
2	COc1ccc(C)cc1S(=O)(=O)NC1CC1	6.3	1.4	6.5	-6.0	-13.2
3	Cc1c(Cl)cccc1NC(=S)NCCc1ccc(C(F)(F)F)cc1	-2.8	-1.1	0.4	2.3	-24.2
4	Cc1ccc(S(=O)(=O)NC(=O)c2ccccc2F)cc1	-0.5	1.0	4.6	-0.1	4.7
5	CCNC(=S)N(CCO)Cc1cc2cc3c(cc2[nH]c1=O)OCO3	-5.7	-0.6	0.7	3.0	-0.5
6	O=C(Nc1ccccc1C(=O)Nc1ccccc1)c1ccccc1Br	0.9	-3.3	4.7	5.1	-5.9
7	CC(=O)Nc1cccc(Oc2ccc3c(c2)C(=O)N(CCC(=O)O)C3=O)c1	0.0	0.9	2.4	0.9	-3.0
8	CCN(C(=O)c1cnc(N2CCN(c3ncccn3)CC2)c2ccccc12)c1cccc(Cl)c1	-2.3	-1.3	-4.1	1.7	-15.1
9	C[C@@H]1CN([C@@H](C)CO)S(=O)(=O)c2ccc(/C=C/c3ccccc3)cc2O[C@@H]1CN(C)Cc1ccc(C(=O)O)cc1	-2.6	-0.2	-1.8	-4.3	-15.1
10	Cc1cccc(Cl)c1NC(=O)N1CCCN(c2ncccc2[N+](=O)[O-])CC1	3.5	-1.1	-0.5	-3.1	-3.3
11	Cc1ccc(S(=O)(=O)N2CCOCC2)cc1NC(=O)COC(=O)CNC(=O)c1ccccc1	-1.9	-1.1	2.2	6.4	2.5
12	CC(=O)c1sc(NC(=O)CCN2C(=O)C3CC=CCC3C2=O)nc1-c1ccccc1 (centres undefined)	-1.0	2.8	9.0	-1.1	-2.2

item	TDP2 absorb	DDE Tn7 FP inh	SIAE primary	HTRA1 inh	LEDGF integ inh
1	-6.9	5.7	17.6*	4.0	1.6
2	-7.7	4.6	-8.2	11.5	0.8
3	-22.7	-8.2	5.9	-24.5	2.6
4	-7.7	-2.2	0.2	2.8	-3.5
5	7.4	-8.1	0.4	10.3	2.8
6	-15.7	2.4	2.8	-5.4	4.3
7	-8.0	-3.6	-4.2	-3.5	-3.2
8	5.1	3.4	-2.8	-21.4	2.5
9	-10.8	-6.5	-0.3	-25.8	-0.3
10	2.1	-1.4	-2.3	5.2	-2.2
11	6.6	1.3	1.3	7.8	0.7
12	9.8	0.2	6.3	3.4	-1.2

Reprinted from the part before: two entries; new compounds follow.
item	smiles	PRMT1 inh	PG9 binder	UHRF1 binding	TCR-CD3 inh	mABHD4 FP
11	Cc1ccc(S(=O)(=O)N2CCOCC2)cc1NC(=O)COC(=O)CNC(=O)c1ccccc1	-1.9	-1.1	2.2	6.4	2.5
12	CC(=O)c1sc(NC(=O)CCN2C(=O)C3CC=CCC3C2=O)nc1-c1ccccc1 (centres undefined)	-1.0	2.8	9.0	-1.1	-2.2
13	COc1cc(SC)ccc1C(=O)Nc1nccs1	-1.6	0.9	-0.7	1.5	-10.3
14	C=CCn1c(SCC(=O)NCc2ccc3c(c2)OCO3)nc2scc(-c3ccccc3)c2c1=O	2.5	2.1	1.1	-7.6	-14.6
15	S=C1NCN(Cc2ccco2)CN1Cc1ccco1	1.8	-0.3	6.0	-1.7	6.8
16	CCc1ccccc1N(CC(=O)NC1CCCCC1)C(=O)CCCC(=O)Nc1ccccn1	0.9	0.1	0.9	9.6	1.0
17	COc1cc(NC(=O)CS(=O)(=O)c2ccccc2)cc(OC)c1OC	9.4	3.2	2.6	1.7	-17.5
18	COc1ccc(Nc2nc(N)c([N+](=O)[O-])c(N3CCN(C)CC3)n2)cc1	-4.7	0.1	-5.5	4.3	-2.6
19	O=C1C2C3C=CC([C@@H]2C(=O)N1C1CC1)[C@H]1C(=O)N(C2CC2)C(=O)C31 (some centres undefined)	-1.3	-0.1	-1.8	2.5	1.3
20	O=S(=O)(Nc1nc2ccccc2nc1NCC1CCCO1)c1cc(Cl)ccc1Cl (centres undefined)	-6.1	2.1	1.9	3.3	-2.3
21	COc1cc([N+](=O)[O-])ccc1NC(=O)Nc1nc2c(s1)CCCC2	1.8	2.8	-2.9	5.7	10.2
22	COc1ncccc1-c1nnn(-c2ccc(C)cc2)n1	0.4	-1.5	0.1	1.9	-4.4
23	N#Cc1ccc(-c2nc3ccc(Br)cn3c2Cc2ccsc2)cc1	3.9	3.2	2.4	5.0	3.4
24	CCOC(=O)c1sc(NC(=O)CCCn2nc([N+](=O)[O-])cc2C)c(C(=O)OCC)c1C	-3.8	-1.6	-1.5	7.2	-8.5

item	TDP2 absorb	DDE Tn7 FP inh	SIAE primary	HTRA1 inh	LEDGF integ inh
11	6.6	1.3	1.3	7.8	0.7
12	9.8	0.2	6.3	3.4	-1.2
13	1.4	-4.0	-6.5	-11.9	2.5
14	-6.5	5.7	-5.8	0.1	-0.7
15	0.9	-3.6	2.2	5.5	-4.1
16	-5.9	5.3	-10.6	4.7	0.1
17	14.0	-1.2	-4.7	3.1	1.0
18	3.6	1.6	-0.4	-3.9	4.1
19	9.7	-5.1	0.2	0.7	-2.2
20	-11.6	-4.3	-3.5	-0.9	11.1
21	-8.7	5.9	-0.1	-2.0	2.2
22	6.3	-7.6	-6.5	-4.7	-0.5
23	-0.3	-4.2	2.8	nt	4.0
24	8.5	-3.5	-2.5	-3.0	-0.6

Numbers 23–24 of the list above:
item	smiles	PRMT1 inh	PG9 binder	UHRF1 binding	TCR-CD3 inh	mABHD4 FP
23	N#Cc1ccc(-c2nc3ccc(Br)cn3c2Cc2ccsc2)cc1	3.9	3.2	2.4	5.0	3.4
24	CCOC(=O)c1sc(NC(=O)CCCn2nc([N+](=O)[O-])cc2C)c(C(=O)OCC)c1C	-3.8	-1.6	-1.5	7.2	-8.5

item	TDP2 absorb	DDE Tn7 FP inh	SIAE primary	HTRA1 inh	LEDGF integ inh
23	-0.3	-4.2	2.8	nt	4.0
24	8.5	-3.5	-2.5	-3.0	-0.6

The listing continues:
item	smiles	PRMT1 inh	PG9 binder	UHRF1 binding	TCR-CD3 inh	mABHD4 FP
25	O=C(Nc1ccc(OCc2ccccc2)cc1)Nc1nnc([C@@H]2C[C@H](O)[C@@H](CO)O2)s1	2.0	1.2	5.1	6.0	-10.1
26	O=c1c2c(-c3cccs3)csc2ncn1-c1ccccc1	-0.6	0.5	-1.6	-1.3	-7.4
27	CN(C(=O)Nc1ccc(Cl)cc1Cl)[C@H]1c2cc(Br)ccc2OC[C@H]1CO	-1.5	-1.4	3.7	-6.3	-39.7
28	O=C(COc1ccc(Cl)cc1)Nc1ccc2c(c1)CCC2	-3.1	-0.3	-2.5	5.3	-4.6
29	COc1ccc(NC(=O)N2CCCCCC2)cc1	-0.5	-0.4	-3.3	0.7	-2.2
30	Cc1cccc(NC(=O)CNC(=O)c2ccc(-n3cncn3)c([N+](=O)[O-])c2)c1C	1.8	-1.6	0.2	2.7	-0.4
31	CSCCC(NC(=O)c1ccc([N+](=O)[O-])cc1Cl)C(=O)OC1CCCCC1=O (centres undefined)	0.2	-4.3	-0.1	5.4	3.3
32	COc1ccc(CC(=O)c2ccc(OC)c(OC)c2)cc1	-1.6	-1.8	-0.6	0.0	-6.4
33	COc1ccc(/C=N/Nc2nc3ccccc3s2)cc1O	7.7	-0.4	1.0	-6.5	24.6
34	N#Cc1c(N)nc2c3c(sc(=N)c2c1N)NC(=O)CC3c1ccccc1 (centres undefined)	7.7	56.8*	-2.1	17.0	30.5*
35	CCN(CC)CCCn1c2c(c(SCC(=O)Nc3ccc(F)c(F)c3)nc1=O)CCC2	-3.1	-1.8	-1.5	1.4	-0.8
36	COc1ccc(OCC(=O)NNC(=O)C2CCCO2)cc1 (centres undefined)	1.0	-1.5	-1.6	0.9	6.5

item	TDP2 absorb	DDE Tn7 FP inh	SIAE primary	HTRA1 inh	LEDGF integ inh
25	-3.3	-0.2	12.0	nt	-3.7
26	0.6	4.5	0.1	-11.8	-1.5
27	-22.1	-6.6	0.9	-33.9	7.5
28	11.7	-4.2	7.5	-19.3	1.4
29	11.9	-0.4	8.4	-2.4	0.1
30	3.0	-5.1	4.9	-2.0	-0.2
31	17.4	-13.7	-0.1	4.2	1.2
32	-7.5	3.6	17.2*	1.9	5.6
33	-4.7	-0.3	1.4	8.4	-0.9
34	1.4	1.5	-1.9	25.8	0.4
35	0.1	-3.6	-8.0	3.0	4.4
36	8.8	1.4	11.2	-2.6	-4.9

Profiles as entered above. Screens in order: PRMT1 inh	PG9 binder	UHRF1 binding	TCR-CD3 inh	mABHD4 FP	TDP2 absorb	DDE Tn7 FP inh	SIAE primary	HTRA1 inh	LEDGF integ inh
COc1ccc(Nc2nc(N)c([N+](=O)[O-])c(N3CCN(C)CC3)n2)cc1 in the list: -4.7	0.1	-5.5	4.3	-2.6	3.6	1.6	-0.4	-3.9	4.1
COc1cc(NC(=O)CS(=O)(=O)c2ccccc2)cc(OC)c1OC in the list: 9.4	3.2	2.6	1.7	-17.5	14.0	-1.2	-4.7	3.1	1.0
COc1cc(SC)ccc1C(=O)Nc1nccs1 in the list: -1.6	0.9	-0.7	1.5	-10.3	1.4	-4.0	-6.5	-11.9	2.5

(further entries)
item	smiles	PRMT1 inh	PG9 binder	UHRF1 binding	TCR-CD3 inh	mABHD4 FP
37	Cc1cccc(Nc2nn3c(=O)c4ccccc4nc3s2)c1	-0.8	27.5*	2.5	3.1	0.2
38	CCn1cc(CCC(=O)NCc2ccc(F)cc2)c2ccccc21	-2.5	0.1	-2.0	6.0	-3.2
39	CC(=O)c1cccc(NS(=O)(=O)c2ccc(N/C=C\C(=O)c3ccc(F)cc3)cc2)c1	-1.3	-1.0	-1.1	3.1	-18.0
40	COC(=O)Nc1nc2ccc(Br)cc2s1	-1.6	-3.3	0.7	7.1	0.8
41	O=C(N/N=C/c1ccccc1)c1ccc(N2CCOCC2)c([N+](=O)[O-])c1	-2.7	0.4	-2.6	7.7	9.3
42	C/C(=N\NC(=O)c1c(Cl)c(C)nn1C)c1cccc(NC(=O)COc2ccccc2)c1	-0.8	-1.4	-2.4	8.1	0.4
43	COc1ccc(/C=C/C=C2\NC(=S)NC2=O)cc1	13.4	-6.9	-5.7	1.3	-3.2
44	CCCCN1C(=O)C(NC(=O)c2cccnc2)(C(F)(F)F)C2=C1CC(C)(C)CC2=O (centres undefined)	-2.9	-2.3	-0.8	-5.4	1.5

item	TDP2 absorb	DDE Tn7 FP inh	SIAE primary	HTRA1 inh	LEDGF integ inh
37	-9.8	-3.6	-9.1	0.8	3.2
38	-8.6	-1.9	10.5	1.8	4.2
39	3.2	0.5	-24.6	-13.6	-3.0
40	-4.8	-2.7	-1.2	7.7	4.4
41	0.4	-2.0	5.8	3.4	3.0
42	0.1	2.4	-7.7	-8.3	-2.6
43	2.7	-0.1	-1.4	-7.3	6.1
44	-12.5	0.1	4.1	-1.4	4.4

High-throughput results as filed in PubChem BioAssay.

Compounds as they come; about 4.2% have a hit in one of these screens.
